Screening results as filed in PubChem.
PTAP-TSG101 blk = qHTS Validation Assay for Inhibitors of HIV-1 Budding by Blocking the Interaction of PTAP/TSG101: Sytravon Library Screen. Tumor susceptibility gene 101 protein (Homo sapiens), Q99816. Fluorescence polarization, FITC-PTAP peptide/Tsg101, 20 min. Potency, µM (top dose mostly 115 µM), without a hit: at the highest dose activity change, negative = inhibition, most hits filed as inhibitors. 44,000 tested, under 10 active. AID 1347069, 2019; note: potency is the fitted concentration of half-maximal effect; 0% is about no effect
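Read-out is FITC fluorescence polarization. Compounds were added to Tsg101 binding domain (10 uM final), then FITC-PTAP peptide (50 nM final), 20 min at r.t. Total S+P intensity flags fluorescent compounds.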
FH mod = Identification of activators of human fumarate hydratase by quantitative high-throughput screening; AID 1347055, 2019; 0.22% of 54,000 active; FH coupled MDH/diaphorase resazurin fluorescence, 15 min; Potency, µM (highest dose often 79.9 µM), for inactives: top-dose activity change, negative = inhibition, usual class: inhibitors; note: potency is the fitted concentration of half-maximal effect; % is set by controls: 0 for no effect and ±100 for the full control effect; the screen sought activators but most active calls are inhibition curves; nearly all actives have a fitted effect of over 45% in size
Target sequence (P07954 whole entry, looked up): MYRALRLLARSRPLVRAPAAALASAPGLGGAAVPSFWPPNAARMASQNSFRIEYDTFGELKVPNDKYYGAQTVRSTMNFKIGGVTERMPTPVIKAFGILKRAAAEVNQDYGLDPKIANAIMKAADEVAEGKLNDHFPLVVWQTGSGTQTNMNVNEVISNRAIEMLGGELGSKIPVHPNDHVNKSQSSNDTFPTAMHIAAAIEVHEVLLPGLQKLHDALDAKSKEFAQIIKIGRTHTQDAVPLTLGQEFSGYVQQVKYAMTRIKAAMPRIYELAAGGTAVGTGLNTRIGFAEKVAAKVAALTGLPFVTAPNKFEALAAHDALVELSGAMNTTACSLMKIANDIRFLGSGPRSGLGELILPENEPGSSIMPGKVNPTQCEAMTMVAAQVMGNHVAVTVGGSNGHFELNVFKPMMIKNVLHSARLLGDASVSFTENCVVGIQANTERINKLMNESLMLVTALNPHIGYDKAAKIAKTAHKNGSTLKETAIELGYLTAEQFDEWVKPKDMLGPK
p53null 39C kill = qHTS Screen for Compounds that Selectively Target Cancer Cells with p53 Mutations: Cytotoxicity of p53 Null Cells at the Nonpermissive Temperature | H1299 p53-null (neo) cells, 39C, ATPlite viability, 24 h | Potency, µM (highest dose often 46.1 µM), for the others: top-dose activity, negative = cell killing, hits mostly cytotoxic | 0.97% of 55,000 active | AID 904, 2007;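 note: potency is the fitted concentration of half-maximal effect; 0% = DMSO only and -100% = full killing by 100 µM tamoxifen; nearly all actives have a fitted effect of over 50% in size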
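H1299 lung cancer cells, p53-null (H1299-neo) or expressing p53 A138V (H1299-p53A138V), were plated overnight at 37C, then exposed to compounds at up to 46 uM for 24 hr at 39C. Viability was read by ATP-based luminescence.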
NTMT1 inhibitor = Primary qHTS for Inhibitors of N-terminal methyltransferase 1 (NTMT1): MTaseGlo Assay; N-terminal Xaa-Pro-Lys N-methyltransferase 1 (Homo sapiens), Q9BV86; 2.5% of 59,000 active; Potency, µM (series often up to 114 µM), for the others: at the highest dose activity change, negative = inhibition, most hits filed as inhibitors; NTMT1 MTase-Glo SAH luminescence, purified enzyme;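 note: potency is the fitted concentration of half-maximal effect; plate controls were DMSO vehicle for no effect and no enzyme for full effect; nearly all actives have a fitted effect of over 65% in size; many of its hits are not listed in these tables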
Target sequence (Q9BV86 whole entry, looked up): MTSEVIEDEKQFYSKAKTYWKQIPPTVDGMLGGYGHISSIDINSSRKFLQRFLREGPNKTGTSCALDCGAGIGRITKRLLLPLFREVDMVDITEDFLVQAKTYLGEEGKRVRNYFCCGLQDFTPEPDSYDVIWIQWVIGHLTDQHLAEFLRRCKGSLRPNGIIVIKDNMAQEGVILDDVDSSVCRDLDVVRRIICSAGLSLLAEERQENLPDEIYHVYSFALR
GALK inhibitor = qHTS Assay for Inhibitors of Human Galactokinase (GALK): NCGC Sytravon Library Screen | P51570 | Potency, µM (doses to about 57.5 µM), without a hit: at the top dose activity, negative = inhibition, actives largely listed as inhibitors | recombinant GALK, Kinase-Glo ATP luminescence, 1 h | AID 1347072, 2019 | 44,000 tested, under 10 active;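 note: plate controls were full GALK reaction for no effect and reaction lacking GALK for full effect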
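Compounds were pinned into ATP buffer, then GALK-galactose mix was added (final 5 nM enzyme, 35 uM ATP, 100 uM galactose, pH 8.0). After 1 h at room temperature, Kinase-Glo Plus was added and luminescence read.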
B2AR arrestin ag = qHTS assay of beta-arrestin-biased ligands of beta2-adrenergic receptor: NCGC Sytravon Library Screen; Potency, µM (titrated, usually from 46.1 µM), for the others: top-dose activation, usual class: activators; 44,000 tested, under 10 active; Beta-2 adrenergic receptor (Homo sapiens), P07550; HTLA Tango cells, beta-arrestin recruitment, luciferase luminescence, 18 h; AID 1347077, 2019;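 note: potency is the fitted concentration of half-maximal effect; 0% = DMSO and full agonism = EC100 isoproterenol or metaproterenol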
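Tango cells (recombinant beta2-AR, beta-arrestin, tTA-driven luciferase), 1500/well in DMEM 1% FBS, treated 18 h at 37 °C with compounds up to 46 µM; luciferin mix added, luminescence read after 15 min; %activity curves fitted and curve-classed.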
p53null 32C tox = qHTS Screen for Compounds that Selectively Target Cancer Cells with p53 Mutations: Cytotoxicity of p53 Null Cells at the Permissive Temperature; AID 903, 2007; H1299-neo p53 null cells, ATP luminescence, 24 h, 32C; 0.62% of 55,000 active; Potency, µM (doses to about 46.1 µM), inactives show at the highest dose activity change, negative = cytotoxicity, usual class: cytotoxic;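 note: potency is the fitted concentration of half-maximal effect; 0% = DMSO only and -100% = full killing by 100 µM tamoxifen; nearly all actives have a fitted effect of over 55% in size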
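Luminescent ATP readout gave cell viability of p53-null H1299-neo cells after a 24 h compound exposure at the permissive 32C. Titrations ran up to 46 uM, and AC50s were fitted with the standard Hill equation.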
An asterisk follows results filed as active; ? = inconclusive; · = no result given; [ ] = another dose, or the depositor's remark. Calls come from the whole dose curve; as a rule, active = well fitted curve in the direction sought with a large enough effect; inconclusive = small, poorly fitted or top-dose-only effect, or another doubt; inactive = no such curve, though single readings can be large; an effect the other way counts as inactive or inconclusive.

canonical_smiles	PTAP-TSG101 blk	FH mod	p53null 39C kill	NTMT1 inhibitor	GALK inhibitor	B2AR arrestin ag	p53null 32C tox
CCCCC12CN3CC(C)(CN(C1)C3c1c(C)[nH]c(=O)[nH]c1=O)C2=O (stereo not drawn)	-1%	1%	-7%	9%	0%	-1%	2%
CC(C)(C)c1ccc(C(=O)N(Cc2ccc(F)cc2)Cc2ccco2)cc1	3%	-28%	-5%	?	2%	-2%	48%[activator]
CCOC(=O)c1ccc(N2C(=O)c3n[nH]c(C)c3C2c2ccc(C(C)(C)C)cc2)cc1 (stereo not drawn)	0%	0%	-16%	5%	9%	-1%	-3%
COc1ccc(N(C(=O)COc2ccccc2OC)S(=O)(=O)c2ccc(Cl)cc2)cc1	0%	-22%	13%	8%	0%	-2%	27%
Cc1ccc(Cn2cc(CCC(=O)NC3CCCCC3)c3ccccc32)cc1	1%	3%	-28%	15%	1%	-1%	-3%
COc1ccc(-n2c(SCC(=O)c3ccccc3)nc3c([nH]c4ccccc43)c2=O)cc1	3%	5%	23%	10%	1%	0%	-12%
COc1ccc(CN(CCC(c2ccc3c(c2)OCO3)c2ccccc2OC)C(C)=O)cc1 (stereo not drawn)	-1%	-15%	10%	4%	0%	0%	-4%
COc1ccc(OC)c(Nc2nc3ccccc3n3c(C)nnc23)c1	0%	-4%	-17%	9%	5%	0%	0%
Cc1ccc2c(c1)sc1nc(=O)n(-c3ccc(Cl)c(Cl)c3)c(=O)n12	2%	-9%	18%	-1%	1%	0%	-2%
O=C(Nc1cccc(Cl)c1Cl)c1cc(S(=O)(=O)NCc2ccc3c(c2)OCO3)ccc1F	-4%	10%	19%	23%	0%	-1%	-10%
CSc1ncc(Cl)c(C(=O)Nc2ccc(NC(C)=O)cc2)n1	-3%	-3%	-14%	-19%	-4%	0%	6%
Cc1ccc2cc3cc(C(=O)N4CCN(c5ccccc5)CC4)sc3nc2c1	2%	-5%	16%	-1%	3%	0%	2%
O=C(NCC1CCN(Cc2cccc(Cl)c2)CC1)Nc1cc(Cl)ccc1Cl	-2%	-23%	?	-27%	1%	1%	-8%
COc1ccccc1NC(=O)CSCc1cc(=O)c2cccc(Cl)c2[nH]1	-1%	-6%	-21%	8%	1%	0%	0%
CCOc1ccc(-n2nc(CO)c(C(=O)NCCCc3ccccc3)n2)cc1	-3%	?	?	?	-3%	-2%	0%
Cc1ccc(CCNC(=O)c2ccc3c(c2)N(Cc2cccc(F)c2)C(=O)c2ccccc2S3)cc1	-2%	-19%	28%	12%	1%	1%	20%
Cc1ccc(OCC(=O)Nc2ccc(OCc3cc(=O)n4ccsc4n3)cc2)cc1C	-2%	-15%	16%	4%	7%	1%	0%
COc1ccc(C(c2c(O)cc(C)n(Cc3ccco3)c2=O)N2CCCCC2)cc1OC (stereo not drawn)	-9%	-7%	14%	0%	3%	0%	0%
Cc1c(Cl)cccc1NC(=O)c1ccc2c(c1)CCN2S(=O)(=O)c1ccccc1	-6%	-20%	1%	9%	7%	0%	1%
N#Cc1ccc(C(=O)Nc2ccc(Cl)c(-c3nc4cc(Cl)ccc4o3)c2)c(F)c1	38%[activator]	4%	-17%	-24%	-15%	0%	-9%
O=C(COc1ccc(F)cc1)Nc1ccccc1C(=O)OCc1cc(=O)n2nc(C3CC3)sc2n1	0%	-21%	13%	6%	4%	0%	-2%
COc1cc(Cl)c(NC(=O)c2cc(S(=O)(=O)N3CCOCC3)cn2C)c(OC)c1	2%	-4%	-12%	-3%	4%	-1%	-4%
CCOc1ccc(C2CC(=O)Nc3c2c(=O)[nH]c2ncnn32)cc1 (stereo not drawn)	-1%	-11%	1%	0%	0%	1%	21%
Cc1ccc(NC(=O)/C=C/c2ccccc2Cl)cc1Cl	0%	-6%	-30%	6%	-4%	0%	-21%
CCC1CN(C(=O)Nc2ccccc2C(F)(F)F)c2ccccc2S1 (stereo not drawn)	1%	-13%	-25%	-2%	1%	0%	-2%
COC(=O)c1c(SC)nc2ccccc2c1OCc1ccc(Br)cc1	-4%	-8%	27%	2%	2%	-1%	3%
Cc1nc2ccn(Cc3ccco3)c(=O)c2cc1C(=O)Nc1ccc(F)cc1	-4%	·	-12%	·	1%	0%	6%
CCc1cc(=O)oc2c(C)c3c(cc12)CN(CCc1ccccc1OC)CO3	10%	·	6%	·	-4%	0%	-6%
COc1ccccc1C(=O)NC1(C(F)(F)F)C(=O)NC(C)=C1C#N (stereo not drawn)	-7%	-1%	-19%	8%	0%	0%	5%
Cc1cccc(CC(=O)N2CC(=O)Nc3ccc(Br)cc3C2c2ccc(F)cc2)c1 (stereo not drawn)	-12%	-24%	34%[activator]	4%	-2%	0%	30%
Cc1[nH]c2ccc(C(=O)Nc3ccc(F)cc3)cc2c1C	-9%	?	-19%	?	-2%	0%	-16%
O=C(COc1ccccc1)NCc1ccc2c(c1)CCN2C(=O)c1ccc(Cl)cc1	-4%	10%	7%	18%	-2%	0%	-3%
CCCOC(=O)CSc1ncnc2sc3c(c12)CCC(C)C3 (stereo not drawn)	-2%	-6%	27%	1%	-14%	1%	9%
O=c1n(Cc2ccccc2)nc2n1-c1cc(Cl)ccc1OC2	-3%	-9%	·	-1%	2%	0%	·
COc1cc(Cl)c(C)cc1Nc1nnc(-n2nc(C)cc2C)c2ccccc12	1%	-3%	0%	0%	3%	0%	-7%
Cc1ccc(CNC(=O)c2cc(Sc3ccc(F)cc3F)nc3ccccc23)cc1	0%	-7%	5%	9%	-5%	0%	-2%
O=C(CSc1nnc(-c2ccncc2)n1-c1ccccc1)Nc1ccc(Cl)c(Cl)c1	-5%	7%	-1%	-2%	1%	1%	-20%
COc1cccc(-n2c(=O)c3sc4ccccc4c3n(CC(=O)NC3CCCCC3)c2=O)c1	4%	-13%	8%	-2%	3%	0%	-3%
CCc1ccccc1NC(=O)c1ccc(F)c(S(=O)(=O)N2CCN(c3ccccc3OC)CC2)c1	-4%	-14%	4%	-5%	-1%	2%	-3%
COc1cc2c(cc1OC)C(c1ccc(F)cc1)N(c1ccc(F)cc1)C(=O)C2 (stereo not drawn)	1%	·	-4%	·	3%	0%	-2%
CCN(C(=O)c1cc2c(s1)-c1c(C)cccc1OC2)c1ccccc1F	0%	-13%	-1%	-5%	5%	0%	12%
COc1ccc(C)cc1NC(=O)CN1C(=O)COc2ccc(S(=O)(=O)N3CCCCCC3)cc21	-1%	0%	?	-2%	1%	0%	1%
CCCOc1ccc(CNC(=O)C2CCN(C(=O)c3sccc3-n3cccc3)CC2)cc1	0%	2%	-15%	1%	-2%	0%	-7%
CCOc1ccc(CCNC(=O)c2ccc(C)c(-n3c(C)nc4cccnc43)c2)cc1OCC	-2%	0%	-1%	17%	3%	0%	4%
COc1ccccc1CNC(=O)CCC1N=C2c3ccccc3N=C(SCc3ccccc3Cl)N2C1=O (stereo not drawn)	-1%	-27%	-6%	2%	-4%	0%	23%
Cn1c2ccccc2c2cnn(CC(=O)Nc3ccccc3F)c(=O)c21	0%	-10%	2%	?	0%	1%	?
N#C/C(=C\c1ccccc1)C(=O)Nc1sc2c(c1C(N)=O)CCC2	3%	-31%	-7%	-15%	4%	0%	-1%
Cc1cc(Cl)ccc1OCC(=O)N(Cc1ccco1)Cc1ccco1	2%	-9%	-23%	-22%	0%	1%	0%
Cc1cc(C)cc(OCc2cc(=O)n3cc(C)sc3n2)c1	0%	5%	-11%	?	7%	1%	?
Cc1ccc(C(=O)CSc2nc3cc(C(=O)NC4CCCC4)ccc3c(=O)n2CC2CCCO2)c(C)c1 (stereo not drawn)	-2%	?	-12%	1%	1%	0%	-2%
COc1cccc(CNC(=O)CN2C(=O)CSc3c2c(C)nn3-c2ccccc2)c1OC	-1%	-13%	-29%	2%	1%	0%	3%
Cc1cc(=O)n(Cc2cccc(Br)c2)c2c1c(C)nn2-c1ccccc1	-1%	-7%	1%	7%	1%	0%	3%
COc1ccccc1NC(=O)NCc1cccn1Cc1ccccc1	2%	-6%	30%	18%	-1%	-1%	8%
CCOc1ccc(-c2cc(NC(=O)c3ccccc3)c(C(=O)OC)s2)cc1	1%	-5%	-15%	11%	-1%	-3%	3%
CCOC(=O)CSc1nc2ccc(NC(=O)COc3ccc(F)cc3)cc2s1	10%	-9%	-1%	10%	7%	-4%	-9%
COc1ccc(-c2c(C)c3cc(OC(=O)N4CCOCC4)ccc3oc2=O)cc1	-8%	12%	-16%	-11%	3%	-3%	-13%
Cc1ccccc1NC(=O)CCOc1ccccc1	0%	-6%	-14%	3%	-16%	1%	2%
COc1ccc(CNC(=O)c2cnn(-c3ccc(C)cc3)c2C2CCN(C(=O)OC(C)(C)C)CC2)cc1	-1%	-19%	4%	1%	-1%	2%	31%[activator]
Cc1c(F)cccc1NS(=O)(=O)c1cccs1	-1%	10%	-9%	2%	3%	2%	-19%
Cc1cccc(N2CCN(C(=O)c3cc4c(=O)[nH]c5ccc(C)cc5c4s3)CC2C)c1 (stereo not drawn)	1%	?	-6%	?	0%	0%	6%
CC(C)(Oc1ccc(Cl)cc1)C(=O)Nc1nc2ccc(S(C)(=O)=O)cc2s1	-2%	-6%	-9%	-3%	3%	0%	-6%
COc1ccccc1NC(=O)C1CCN(C(=O)c2sc3nc[nH]c(=O)c3c2C)CC1	-6%	5%	-15%	10%	-1%	-1%	9%
O=C(Nc1nc2c(s1)CCCCCC2)Nc1ccc(F)cc1F	0%	12%	-2%	-1%	-7%	0%	-15%

Compound profiles (already shown). Values in the order: PTAP-TSG101 blk, FH mod, p53null 39C kill, NTMT1 inhibitor, GALK inhibitor, B2AR arrestin ag, p53null 32C tox
COc1cccc(CNC(=O)CN2C(=O)CSc3c2c(C)nn3-c2ccccc2)c1OC in the list: -1%, -13%, -29%, 2%, 1%, 0%, 3%
CCCOc1ccc(CNC(=O)C2CCN(C(=O)c3sccc3-n3cccc3)CC2)cc1 in the list: 0%, 2%, -15%, 1%, -2%, 0%, -7%

Only part of the results is shown; rates above refer to the full screens.
